Growth percent in the NCI-60 one-dose screen (48 h, 10 µM unless noted): 100 = growth as untreated, 0 = no growth, -100 = all killed.
U251 – U251 CNS tumor cells | AID 1794753 | 5.4% of 80,000 active
SN12C – SN12C renal cancer cells; 3.8% of 81,000 active
SF-295 – SF-295 CNS cancer cells; 5.6% of 79,000 active; AID 1794758
DU-145 – DU-145 prostate cancer. 4.2% of 81,000 active
SF-539 – SF-539 CNS cancer; 6.8% of 81,000 active
UO-31 – UO-31 renal cancer; 5.2% of 81,000 active; AID 1794768
PC-3 – PC-3 prostate cancer cells | 3.9% of 80,000 active | AID 1794754
TK-10 – TK-10 renal cancer cells. 3.9% of 81,000 active
786-0 – 786-0 renal cancer cells; 5.1% of 81,000 active; AID 1794775
* hit, by the source's call. Rule for the calls: active = growth percent below 10; inactive = the rest.

Screening CC1(C)CC[C@]2(C(=O)OC(=O)[C@]34CCC(C)(C)C[C@@H]3C3=CC[C@@H]5[C@@]6(C)CCCNC(C)(C)[C@@H]6CC[C@@]5(C)[C@]3(C)CC4)CC[C@]3(C)C(=CC[C@@H]4[C@@]5(C)CCCNC(C)(C)[C@@H]5CC[C@]43C)[C@H]2C1 returned U251 104, SN12C 103, SF-295 100, DU-145 103, SF-539 98, UO-31 83, PC-3 94, TK-10 103 and 786-0 96.
Screening CCOC(=O)C1OC(Oc2ccc3c(C)cc(=O)oc3c2)[C@@H](O)C(O)C1O (stereo partly drawn) returned U251 92, SN12C 95, SF-295 97, DU-145 106, SF-539 97, UO-31 84, PC-3 101, TK-10 98 and 786-0 99.
`CCOc1nnc2c3ccccc3n(C)c2n1` gave U251 98, SN12C 100, SF-295 98, DU-145 109, SF-539 96, UO-31 72, PC-3 87 and 786-0 108.
`O=C(/C=C/c1ccccc1)c1ccc(-n2cc(CN3CCN(c4cc5c(cc4F)c(=O)c(C(=O)O)cn5C4CC4)CC3)nn2)cc1` gave U251 42, SN12C 46, SF-295 92, DU-145 76, SF-539 69, UO-31 62, PC-3 79, TK-10 83 and 786-0 54.
COC(=O)c1sc(-c2ccc(F)cc2)cc1O was read as U251 97, SN12C 104, SF-295 101, DU-145 101, SF-539 100, UO-31 91, PC-3 100, TK-10 107 and 786-0 96.
For N#Cc1c(NN)nc2c(c1C#N)CCCC2 the results were U251 92, SN12C 106, SF-295 100, DU-145 106, SF-539 98, UO-31 90, PC-3 97, TK-10 93 and 786-0 92.
For O=C1CCC2CC1CCC2=O the results were U251 94, SN12C 104, SF-295 89, DU-145 109, SF-539 92, UO-31 103, PC-3 105, TK-10 103 and 786-0 77.
For CCCCCCCCn1ccc2cc(NC(=O)Cn3cc(CN4CCCCCC4)nn3)ccc21 the results were U251 -44*, SN12C 23, SF-295 -71*, DU-145 31, SF-539 -74*, UO-31 -88*, PC-3 40, TK-10 71 and 786-0 -72*.
`COc1ccc(CCNC(=O)c2cc(-c3cc(Cl)cc(Cl)c3)oc2C)cc1` gave U251 95, SN12C 92, SF-295 96, DU-145 95, SF-539 93, UO-31 81, PC-3 83, TK-10 98 and 786-0 96.
C=C(C)[C@@H]1CC[C@]2(C#N)CC[C@]3(C)[C@H](CC[C@@H]4[C@@](C)(CCc5nn[nH]n5)[C@H](C(=C)C)CC[C@]43C)[C@@H]12 was read as U251 97, SN12C 97, SF-295 96, DU-145 111, SF-539 98, UO-31 94, PC-3 90, TK-10 122 and 786-0 97.
For CCCCOc1nc2ccccc2cc1/C=C/C(=O)c1c(O)c2ccccc2oc1=O the results were U251 89, SN12C 99, SF-295 94, DU-145 111, SF-539 107, UO-31 83, PC-3 96, TK-10 100 and 786-0 97.
For O=c1[nH]cnc2c1ncn2C1OC(CO)CC1F (stereo not drawn) the results were SN12C 102, SF-295 101, DU-145 111, SF-539 103, UO-31 100, PC-3 99, TK-10 101 and 786-0 106.
`Cn1cc(-c2nc(-c3cn(C)c4ncccc34)cs2)c2cc(Br)ccc21` gave U251 94, SN12C 94, SF-295 95, DU-145 110, SF-539 95, PC-3 87, TK-10 90 and 786-0 87.
For CCCCCCCCCCCCOC(=N)N(C)C the results were U251 95, SN12C 101, SF-295 98, DU-145 112, SF-539 99, UO-31 91, PC-3 91, TK-10 94 and 786-0 97.
`CC(=O)c1sc(Nc2cccc(Nc3nc(C)c(C)s3)c2)nc1C` gave U251 66, SN12C 55, SF-295 86, DU-145 45, SF-539 72, UO-31 32, PC-3 51, TK-10 54 and 786-0 56.
COc1ccc(C(C#N)(CCC#N)CCC#N)cc1OC was read as U251 102, SN12C 105, SF-295 106, DU-145 109, SF-539 106, UO-31 93, PC-3 94, TK-10 105 and 786-0 103.
For Cc1ccc(/C=C/C(=O)c2ccc(NC(=O)CSc3nnc(-c4c[nH]c5ccccc45)n3-c3ccccc3)cc2)cc1 the results were U251 78, SN12C 76, SF-295 92, DU-145 93, SF-539 7.1*, UO-31 55, PC-3 72, TK-10 107 and 786-0 109.
Screening CC1C(Br)C(=O)NC(=O)N1Cc1ccccc1 (stereo not drawn) returned U251 103, SN12C 101, SF-295 100, DU-145 102, SF-539 101, UO-31 90, PC-3 90, TK-10 93 and 786-0 104.
`O=c1c2c(=NCCN3CCCC3)cc3c(=O)n(CCCN4CCOCC4)c(=O)c4ccc(c(O)n1CCCN1CCOCC1)c2c4-3` gave U251 5.1*, SN12C 4.7*, SF-295 1.1*, DU-145 2.2*, SF-539 -54*, UO-31 0.8*, PC-3 -21* and 786-0 1.3*.
For Cc1ccc(NC(=O)NNC(=O)CSC2CCc3ccccc32)c(C)c1 (stereo not drawn) the results were U251 101, SN12C 86, DU-145 108, SF-539 111, UO-31 63, PC-3 89, TK-10 119 and 786-0 108.
`COc1ccc(-c2nc3ccc(-c4nnc(SCC(=O)Nc5ccc(C(=O)/C=C/c6ccc(Cl)cc6)cc5)o4)cc3[nH]2)cc1OC` gave U251 100, SN12C 95, SF-295 98, DU-145 109, SF-539 84, UO-31 87, PC-3 98, TK-10 134 and 786-0 103.
For Cc1cccc(NC2=C(Cl)C(=O)c3nc(C)ccc3C2=O)c1 the results were U251 33, SN12C -71*, SF-295 13, DU-145 -80*, SF-539 -79*, UO-31 -93*, PC-3 25, TK-10 123 and 786-0 3.5*.
`O=[N+]([O-])c1cnc(N2CCN(Cc3cccc(F)c3)CC2)nc1N1CCN(Cc2cccc(F)c2)CC1` gave U251 91, SN12C 86, SF-295 92, DU-145 96, SF-539 98, UO-31 66, TK-10 95 and 786-0 87.
For CCSCCSCC the results were U251 104, SN12C 106, SF-295 99, DU-145 109, SF-539 94, UO-31 92, PC-3 101, TK-10 106 and 786-0 91.
`COC(=O)C(CSC(c1ccccc1)(c1ccccc1)c1ccccc1)NC(=O)C(CC(N)=O)NC(=O)OCc1ccccc1` (stereo not drawn) gave U251 50, SN12C 29, SF-295 20, DU-145 13, SF-539 -22*, UO-31 58, PC-3 37, TK-10 48 and 786-0 31.
`COc1ccc(-c2nc3c(c(-c4ccc(Cl)cc4)nn3-c3ccccc3)c(-c3ccc(Cl)cc3)c2C#N)cc1` gave U251 101, SN12C 104, SF-295 100, DU-145 112, SF-539 107, UO-31 78, PC-3 94, TK-10 97 and 786-0 106.
CC(C)(C)n1cc(-c2ccnc(NCCNS(=O)(=O)c3ccc(C(F)(F)F)cc3)c2)c(-c2cccc(F)c2)n1 was read as U251 65, SN12C 85, SF-295 88, DU-145 87, SF-539 85, UO-31 55, PC-3 53, TK-10 97 and 786-0 88.
For O=C1NC(=Nc2ccc(Cl)cc2)S/C1=C\c1cccs1 the results were U251 92, SN12C 98, SF-295 90, DU-145 96, SF-539 98, UO-31 89, PC-3 95, TK-10 119 and 786-0 86.
Screening CC(=O)c1ccc(OCC(=O)Nc2nc(-c3ccc(C)cc3)cs2)cc1 returned U251 105, SN12C 105, SF-295 96, DU-145 111, SF-539 98, UO-31 84, PC-3 99, TK-10 106 and 786-0 108.
Screening COc1ccc2nc3ccc(OC)cc3c(SCCCN)c2c1 returned U251 83, SN12C 68, SF-295 96, DU-145 20, SF-539 108, UO-31 53, PC-3 66, TK-10 114 and 786-0 49.
C1=CC(c2nn3c(-c4ccccc4)nnc3s2)=Cc2ccccc2O1 was read as U251 85, SN12C 79, SF-295 98, DU-145 85, SF-539 72, UO-31 53, PC-3 80, TK-10 116 and 786-0 92.
Screening NS(=O)(=O)c1ccc(NC(=O)CN(C(=O)C(F)(F)F)C2CCCC2)cc1 returned U251 98, SN12C 98, SF-295 101, DU-145 110, SF-539 94, UO-31 89, PC-3 89, TK-10 103 and 786-0 101.
`CCCC(=O)Nc1ccccc1OC` gave U251 96, SN12C 100, SF-295 106, DU-145 114, SF-539 92, UO-31 93, PC-3 97, TK-10 102 and 786-0 103.
`NCCNc1nc2ccccc2c2c(=O)c3cc(F)cc(F)c3sc12` gave U251 102, SN12C 96, SF-295 105, DU-145 108, SF-539 92, UO-31 76, PC-3 93, TK-10 105 and 786-0 95.
`OCC[N+]1(CCO)CCOCC1` gave U251 101, SN12C 113, SF-295 115, DU-145 102, SF-539 101, UO-31 96, PC-3 97 and TK-10 109.
Screening Cc1cc(Nc2nc(C(=O)Nc3ccccc3)nc3ccccc23)n[nH]1 returned U251 73, SN12C 63, SF-295 54, DU-145 66, SF-539 79, UO-31 37, PC-3 51, TK-10 59 and 786-0 56.
`CCC(C)c1ccccc1OCC(C)O` (stereo not drawn) gave U251 111, SN12C 97, SF-295 119, DU-145 117, SF-539 105, PC-3 103 and TK-10 103.
Screening CC(C)c1nc2ccccc2n1CC(=O)N/N=C/c1cccc(O)c1 returned U251 103, SN12C 94, SF-295 103, DU-145 104, SF-539 98, UO-31 80, PC-3 88, TK-10 93 and 786-0 96.
`CCOC(=O)c1cc(C(=O)c2cc(OC)c(OC)c(OC)c2)n2ccc(-c3ccccn3)cc12` gave U251 74, SN12C 95, SF-295 91, DU-145 106, SF-539 88, UO-31 95, PC-3 98, TK-10 102 and 786-0 91.

Screening results: PubChem, NCI
